GLD-1 RNA inh – GLD-1-TGE RNA interaction inhibition (C. elegans); Q17339; purified GLD-1 + fluorescein TGE RNA, fluorescence polarization; inhibition, % at 5.96 µM; 320,000 compounds, 0.44% hits; AID 2280;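 active means percent inhibition above a per-plate cutoff, the plate mean of test compounds plus 3 SD, cut at about 30% in these data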;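 further: 0% = DMSO wells with GLD-1 and probe and 100% = wells lacking GLD-1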
MEX-5 binding – C. elegans MEX-5 TCR-2 RNA binding activity | Q9XUB2 | activity score (negative = inhibition of binding), % at 10 µM | 300,000 compounds, 0.38% hits | MEX-5/FITC-TCR2 RNA binding, fluorescence polarization; hits give low values;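 active means inhibition past about -25% in most replicates, and total fluorescence under double the plate's negative control median, limit read from the data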;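 further: 0% = DMSO and -100% = 5 µM competing unlabeled TCR2 RNA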
TPT1 inhibitor – inhibitors of Candida albicans tRNA 2'-phosphotransferase TPT1 | recombinant caTPT1, FP RNA substrate dephosphorylation | AID 1962 | 300,000 compounds, 0.81% hits | inhibition, % at 5 µM;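 active means inhibition above the mean of all tested compounds plus 3 SD, set per screening campaign, cut at about 24% in these data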;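 further: plate controls were DMSO alone for no effect and ferristatin control at 100 nM for full effect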
MCL1-BIM inh – MCL1-BIM-BH3 interaction inhibition (human). Q07820. GST-MCL1 / FITC-Bim-BH3 fluorescence polarization. inhibition, % at 10.9 µM. 320,000 compounds, 0.68% hits. AID 2057;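 active means inhibition above the mean inhibition of all tested compounds plus 3 SD, set per campaign, cut at about 40% in these data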;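 further: 0% = DMSO wells and 100% = unlabeled Bim-BH3 peptide control; higher means more loss of mP so more displacement of Bim peptide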
PAD4 FP inh – blocks human protein arginine deiminase 4. Q9UM07. recombinant PAD4, RCA probe fluorescence polarization. inhibition, % at 6.36 µM. 330,000 compounds, 0.41% hits;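 active means percent inhibition above a cutoff equal to the mean of all tested compounds plus 3 SD, cut at about 15% in these data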;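 further: 0% = PAD4 with RCA probe and DMSO and 100% = probe without PAD4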
Target sequence (Q9UM07 whole entry, looked up): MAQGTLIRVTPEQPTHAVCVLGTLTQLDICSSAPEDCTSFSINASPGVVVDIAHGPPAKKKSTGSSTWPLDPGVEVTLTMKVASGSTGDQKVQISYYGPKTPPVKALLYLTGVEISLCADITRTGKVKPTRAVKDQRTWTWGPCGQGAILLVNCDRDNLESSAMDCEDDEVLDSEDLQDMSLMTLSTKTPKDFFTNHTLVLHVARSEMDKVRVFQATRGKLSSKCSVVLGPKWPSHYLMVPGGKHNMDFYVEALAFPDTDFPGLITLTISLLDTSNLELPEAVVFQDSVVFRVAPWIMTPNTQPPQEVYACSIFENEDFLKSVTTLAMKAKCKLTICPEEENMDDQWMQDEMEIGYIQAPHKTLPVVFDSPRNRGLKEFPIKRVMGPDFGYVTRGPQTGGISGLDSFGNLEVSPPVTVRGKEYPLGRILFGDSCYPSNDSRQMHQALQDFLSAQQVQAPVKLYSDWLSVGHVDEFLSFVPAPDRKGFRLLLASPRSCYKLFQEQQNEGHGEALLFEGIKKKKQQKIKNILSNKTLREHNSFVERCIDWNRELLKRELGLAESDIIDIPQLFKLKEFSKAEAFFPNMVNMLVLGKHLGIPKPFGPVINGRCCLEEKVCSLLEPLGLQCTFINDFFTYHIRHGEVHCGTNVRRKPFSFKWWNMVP
GSTO1 counter – GSTO1 inhibition, counter-screen for RBBP9 inhibitors. P78417. recombinant GSTO1, activity-based probe fluorescence polarization. inhibition, % at 5.96 µM. 300,000 compounds, 1.1% hits;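 active means inhibition above the campaign mean inhibition plus 3 SD, cut at about 35% in these data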;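 further: 0% = GSTO1-1 with DMSO and 100% = wells lacking GSTO1-1 enzyme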
Target sequence (P78417 whole entry, looked up): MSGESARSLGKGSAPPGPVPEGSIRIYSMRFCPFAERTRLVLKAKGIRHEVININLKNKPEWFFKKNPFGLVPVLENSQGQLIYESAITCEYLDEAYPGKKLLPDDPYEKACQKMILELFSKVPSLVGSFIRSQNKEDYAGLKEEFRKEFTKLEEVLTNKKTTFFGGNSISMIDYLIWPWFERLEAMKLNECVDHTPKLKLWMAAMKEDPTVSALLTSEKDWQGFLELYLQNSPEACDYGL
PME-1 inh – PME-1 (human) inhibition; Q9Y570; recombinant PME-1, FP-Rh probe fluorescence polarization; inhibition, % at 5.9 µM; 320,000 compounds, 0.53% hits; AID 2130;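 active means inhibition above the campaign mean of all compounds plus 3 SD, cut at about 26% in these data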;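 further: competitive labeling of PME-1 active site by serine hydrolase directed probe; 0% = PME-1 with DMSO and 100% = wells lacking PME-1 enzyme; inhibitors block probe labeling so polarization falls and inhibition rises; many of its hits are not listed in these tables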
BCLXL inh – Bcl-xL (human) inhibition; Q07817; GST-Bcl-xL / FITC-Bim BH3 peptide fluorescence polarization; inhibition, % at 10.9 µM; 320,000 compounds, 0.7% hits;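 active means inhibition above the mean of all tested compounds plus 3 SD, cutoff set per campaign, cut at about 30% in these data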;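 further: 0% = DMSO wells and 100% = unlabeled Bim-BH3 peptide competitor; inhibitors lower millipolarization by displacing the labeled peptide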
Fam108B counter – counter-screen for RBBP9 inhibitors: inhibitors of mouse Fam108B; recombinant Fam108B, FP-Rh probe fluorescence polarization; inhibition, % at 9.51 µM; 300,000 compounds, 0.33% hits; AID 1947;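 active means inhibition above the screen mean inhibition plus 3 SD, computed separately per campaign, cut at about 18% in these data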;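 further: inhibitors lower polarization as less probe binds the enzyme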
An asterisk follows results filed as active; x = not tested or not shown; + = active, no number. Not all compounds are listed; the hit share may differ from the screen's.

#	smiles	GLD-1 RNA inh	MEX-5 binding	TPT1 inhibitor	MCL1-BIM inh	PAD4 FP inh	GSTO1 counter	PME-1 inh	BCLXL inh	Fam108B counter
1	Cc1ccc(OCCn2cc(/C=C(\C#N)C(=O)NCC3CCCO3)c3ccccc32)cc1 (stereo not drawn)	-3	0.9	-5	-19	-7	-4	-10	-4	-14
2	COc1ccccc1C(=O)Nc1ccc(S(=O)(=O)Nc2nccs2)cc1	-1	-2.7	-2	-1	-2	-7	-13	2	1
3	CCOC(=O)c1cnc2ccc(C)cc2c1NCCN1CCOCC1	1	-1.8	2	0	0	-9	-2	3	-3
4	CS(=O)(=O)N1CCC(C(=O)Nc2ccc(C(N)=O)cc2)CC1	3	2.1	-7	7	7	-6	6	9	5
5	COc1ccc(S(=O)(=O)Nc2ccc(CC#N)cc2)cc1	0	x	-1	8	-1	12	6	3	-4
6	CCCC(=O)NCc1cc(-c2nn(C)c(=O)c3ccccc23)ccc1C	1	-1.0	-4	-1	-3	3	4	4	1
7	CC1CN(S(=O)(=O)c2ccc(C(=O)N(CCCN(C)C)c3nc4cc5c(cc4s3)OCCO5)cc2)CC(C)O1 (stereo not drawn)	7	-2.0	-2	2	1	1	1	4	4
8	COc1ccc(N2CCN(C(=O)c3ccc4c(=O)n(Cc5ccc6c(c5)OCO6)c(=O)[nH]c4c3)CC2)cc1	-1	-0.5	3	4	0	-3	3	3	-1
9	COc1ccc(CN2CC(=O)N(c3ccccc3OC)C2=S)cc1OC	-1	-0.7	-2	0	4	7	-8	0	-4
10	COc1cc(/C=N/NC(=O)c2cc(-c3ccco3)nc3ccccc23)cc(OC)c1O	2	-1.3	2	11	1	21	0	6	10
11	CC1CCCCC1NC(=O)COC(=O)c1cccn1C (stereo not drawn)	-2	x	x	-2	4	x	-4	-1	x
12	COC(=O)[C@@H](NC(=O)/C=C/c1ccc(OC)cc1)C(C)C	4	-1.0	15	1	-5	6	-5	2	-1
13	COCCn1c(SCC(=O)Nc2nnc(C)s2)nnc1-c1ccoc1C	0	-4.8	-1	1	1	5	1	5	-3
14	Cn1c(=O)c2c(nc(SCC(=O)NCC3CCCO3)n2C)n(C)c1=O (stereo not drawn)	5	-1.0	0	0	0	3	-10	7	1
15	Cn1c(=O)c2ccccc2n(CC(=O)N2CCCc3ccccc32)c1=O	-7	2.1	-4	-18	-6	2	-3	-9	-5
16	Cc1ccc(C2c3sc(=O)[nH]c3SC3C4CC(C5C(=O)N(C(C)C(=O)O)C(=O)C45)C23)cc1 (stereo not drawn)	-1	-1.6	0	11	9	-1	-9	4	1
17	C=C(C)c1cccc(C(C)(C)NC(=O)NCc2cccnc2)c1	6	x	-2	7	1	-4	2	8	-1
18	OC1O[C@H](c2ccc3c(c2)OCO3)[C@H]2CO[C@H](c3ccc4c(c3)OCO4)[C@@H]12 (stereo partly drawn)	-6	3.7	-6	3	-5	1	5	1	2
19	COc1ccc(-c2nnc(NC(=O)C3CCCN3S(=O)(=O)c3cccs3)o2)cc1 (stereo not drawn)	5	0.0	-6	-1	1	31	-3	6	0
20	Nc1cc(=O)[nH]c(SCC(=O)NNC(=O)Cc2ccccc2)n1	-6	-13	3	-7	-7	0	-2	2	-3
21	Cc1c(C(=O)OCCOC(C)C)[nH]c2c1C(=O)CC(c1ccco1)C2 (stereo not drawn)	4	-0.6	-2	5	3	6	0	3	-1
22	Cc1ccc(C(=O)NC(=S)NNC(=O)c2ccccc2O)cc1	-2	-2.8	-2	6	-2	-6	-4	9	7
23	COc1ccc(C(=O)Nc2cccc3c2CCCC3)cc1	1	2.9	2	-4	-4	-5	-2	2	-4
24	CCOc1ccc(C(=O)NCCN2CCCC2)cc1	0	-2.2	0	5	-2	2	8	2	2
25	CC(C)CC(NC(=O)CCC(=O)OCC(=O)[C@@]1(O)CCC2[C@@H]3CCC4=CC(=O)C=C[C@]4(C)C3[C@@H](O)C[C@@]21C)C(=O)O (stereo partly drawn)	2	-0.5	-2	-4	1	1	-4	-1	1
26	O=C(NCCCCCCNC(=O)c1cccs1)c1cccs1	-1	-0.5	2	-4	-5	-1	0	3	2
27	Cc1cc(C(=O)N/N=C/c2ccncc2)c2ccccc2n1	4	3.4	3	2	-1	-1	-4	-4	-2
28	CCn1c(SCC(=O)N/N=C/c2ccc(OC)c(OC)c2)nc2ccccc21	5	-0.8	-4	0	0	1	0	-3	0
29	Nc1nnc(SCCN2C(=O)c3ccccc3C2=O)s1	2	1.7	0	1	-6	-7	-5	-2	0
30	O=C(c1ccccc1)N1C(=O)C(c2ccccc2)Oc2ccccc21 (stereo not drawn)	0	x	-4	-5	-6	0	-3	-1	-2
31	COc1ccc2oc(=O)c(C(=O)OCc3ccccc3)cc2c1	-5	-1.3	-1	7	-1	-1	4	7	5
32	COCC(=O)N1CCC(Oc2ccc(C(=O)N[C@H](C(=O)OC)C(C)C)cc2)CC1	6	-1.4	0	6	-5	1	-8	5	2
33	CCOC(=O)Cn1nc(C)cc1NC(=O)c1cc(OC)c(OC)c(OC)c1	-1	2.3	0	-4	-3	-1	-2	-4	-1
34	O=C(CC(c1ccco1)S(=O)(=O)c1ccccc1)c1ccccc1 (stereo not drawn)	-5	1.6	-3	2	3	-5	3	5	-1
35	CC(=O)N1N=C(c2ccccc2)OC1c1ccc([N+](=O)[O-])s1 (stereo not drawn)	-5	-1.0	0	-2	-13	41*	-5	-6	1
36	Cn1c(CCNS(=O)(=O)c2ccc(F)cc2)nnc1SCc1cccnc1	3	4.2	-5	13	3	1	4	5	-2
37	COc1cc(SC)ccc1C(=O)Nc1ccccc1C#N	4	-4.9	1	6	-3	1	-6	5	3
38	Cc1cc(Cl)ccc1C(=O)C1CCCN(C(=O)c2nonc2C)C1 (stereo not drawn)	-3	0.1	0	-1	3	0	1	4	-6
39	Cc1cc(SCC(=O)NN=C2CCN(C(C)C)CC2)c(C)cc1Br	5	0.5	1	12	5	4	-3	3	1
40	COc1cc(C2CC(=O)NC3=C2C(=O)CC(C)(C)C3)cc(OC)c1O (stereo not drawn)	10	-0.1	0	2	2	14	2	2	-1
41	CC(=O)c1ccccc1NCC(=O)Nc1ccc(C)cc1	-4	1.8	+	-15	-1	7	2	-19	-3
42	CC(NS(=O)(=O)c1cccc(Cl)c1)C(=O)Nc1ccc(-c2nc3ccccc3s2)cc1 (stereo not drawn)	6	-0.4	-4	-4	-2	-7	-12	3	-21
43	CCCn1cc(C(=O)OCC)c(=O)c2cc(F)c(F)cc21	-5	-1.7	-1	8	1	1	6	3	1
44	O=C(Cn1c(C(F)(F)F)nc2ccccc21)N1CCCC1	-4	1.7	-2	1	3	-4	-1	3	4
45	Cc1ccc(C)c(N2CCN(c3nnnn3-c3ccccc3)CC2)c1	-3	3.5	-3	3	3	4	3	2	-2
46	NC(=O)CSc1nc(O)cc(=O)n1-c1ccccc1	2	1.0	2	11	-3	8	-2	4	-6
47	N#Cc1c(NC(=O)c2cnn3cccnc23)sc2c1CCCC2	4	-4.0	0	4	-1	1	0	6	-1
48	Cc1cc(C)cc(OCC(=O)OCC(=O)Nc2cc(S(=O)(=O)N3CCOCC3)ccc2C)c1	6	x	x	-7	1	x	5	-2	x
49	Cc1cccc(NC(=O)CSc2nccn2C)c1	-1	-0.2	-4	-2	-2	0	-5	2	0
50	Cc1ccc2nc3ccc(N4CCCC4)nn3c(=O)c2c1	8	-1.5	0	-1	-4	2	-6	4	1
51	O=C(Nc1nc(-c2ccccc2)ns1)c1ccncc1	4	1.9	-2	7	3	2	-6	8	10
52	COc1ccc(C(=O)N/C(=C/c2cccnc2)C(=O)N2CCN(C)CC2)cc1OC	-4	3.1	1	-4	-1	5	-1	2	8
53	CC(=O)Cn1c(CN2CCCC2)nc2ccccc2c1=O	0	0.8	4	1	2	7	1	1	4
54	CCOc1ccccc1N1CC(C(=O)Nc2cc(Cl)ccc2C)CC1=O (stereo not drawn)	-7	0.9	3	-8	-4	3	1	-4	0
55	COCCCNC(=S)N/N=C/c1ccc2c(c1)OCO2	5	0.2	-1	4	-2	-3	0	1	0
56	COc1ccc(NC(=O)[C@@H]2CCCN2C(=O)c2cccs2)cc1S(=O)(=O)N1CCCCC1	1	x	x	-14	-1	x	-7	-6	x
57	CCC(C)N(C(=O)CSc1nc2ccc(OC)cc2[nH]1)C1CCS(=O)(=O)C1 (stereo not drawn)	14	-0.8	-4	-9	0	7	-3	-8	-2
58	CCCCCCOc1ccc(/C(C)=N/NC2=NCCN2)cc1[N+](=O)[O-]	-6	-2.8	-1	4	0	-5	2	4	3
59	CN(C)CCNS(=O)(=O)c1ccc(Cl)cc1	5	1.6	0	-3	-3	3	-5	-3	3
60	COc1ccc(Br)cc1C(=O)Nc1ccccc1N1CCN(C(=O)c2ccccc2)CC1	2	0.9	-2	3	0	1	-2	3	-2

Remaining list, next part
#	smiles	GLD-1 RNA inh	MEX-5 binding	TPT1 inhibitor	MCL1-BIM inh	PAD4 FP inh	GSTO1 counter	PME-1 inh	BCLXL inh	Fam108B counter
61	CNc1snc(C)c1C(=O)OCC(=O)N(C)c1ccccc1	-3	x	x	-4	-1	x	-2	4	x
62	CC(C)NC(=NCc1ccc(Cl)cc1Cl)Nc1ccccc1	11	0.0	-1	9	-1	5	1	4	1
63	Oc1cccc(-c2nc3c4c(ncn3n2)-c2ccccc2CC42CCCC2)c1	9	0.0	-2	7	-8	-16	-70	9	-43
64	Cc1ccccc1NC(=O)Cc1cccc(C(F)(F)F)c1	-6	1.4	2	-3	-3	8	-7	0	2
65	COC(=O)Cn1c(O)c(N=NC(=O)CNC(=O)c2ccncc2)c2ccccc21	8	-3.5	0	11	-6	20	-8	11	8
